# Source: PubChem (several laboratories)
# CAL PDZ FP – inhibitors of human CAL PDZ peptide binding | 0.92% of 300,000 active | Q9HD26 | purified CAL PDZ, TMR-peptide fluorescence polarization, 1 h | AID 602252 | inhibition, % at 24.9 µM;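 active = mean inhibition of at least 30% with at least half of replicates also reaching 30%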;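 also: 0% = DMSO neutral control and 100% = excess unlabeled competitor peptide PRC23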
# HTR5A ag – HTR5A agonism, opioid heterodimer counter-screen; P47898; HTR5A agonist assay, luminescence, cell-based; activation, % at 9.3 µM; 0.61% of 340,000 active; AID 504692; in the data active = activation mostly above about 9.5%, no sharp cut-off; inactive = mostly below about 7.6%;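 also: 0% = cells with vehicle only and 100% = reference agonist; strong numbers were not always called active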
# Target sequence (P47898 whole entry, looked up): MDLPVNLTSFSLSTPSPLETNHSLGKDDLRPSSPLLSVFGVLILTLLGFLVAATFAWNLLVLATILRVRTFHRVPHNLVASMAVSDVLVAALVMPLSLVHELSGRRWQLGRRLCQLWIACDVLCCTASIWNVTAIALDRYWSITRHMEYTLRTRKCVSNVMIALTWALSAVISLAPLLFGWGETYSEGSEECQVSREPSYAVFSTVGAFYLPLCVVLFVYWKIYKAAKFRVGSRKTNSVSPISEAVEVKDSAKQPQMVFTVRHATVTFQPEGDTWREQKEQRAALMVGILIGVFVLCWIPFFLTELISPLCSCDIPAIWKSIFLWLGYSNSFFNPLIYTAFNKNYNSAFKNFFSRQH
# HTR5A inv ag – HTR5A inverse agonism, opioid heterodimer counter-screen; HTR5A cell line, luminescence; P47898; 0.083% of 340,000 active; AID 504634; inhibition, % at 9.3 µM; in the data active = inhibition mostly above about 23%, no sharp cut-off; inactive = mostly below about 18%;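 also: 0% = cells with DMSO and 100% = no-cell wells with DMSO; some compounds called inactive have numbers as strong as hits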
# OPRM1-OPRD1 inv – mu-delta opioid heterodimer inverse agonism; AID 504357; P35372+P41143; cell-based MOR-DOR heterodimer luminescence; 0.21% of 340,000 active; inhibition, % at 9.3 µM; in the data active = inhibition above about 22%, passing the limit was not always enough;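 also: 0% = cells with DMSO and 100% = wells without cells with DMSO; values of inactives mirror those of a sister screen read the other way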
# Cardiac RTF inh – cardiac RTF calcium desensitization; P19429+P45379; IANBD-labeled cardiac RTF, Ca2+ fluorescence; inhibition, % at 7.15 µM; 0.12% of 340,000 active;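 active = inhibition above the mean inhibition of all tested compounds plus 3 SD, cut at about 17% in these data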;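 also: assay run at fixed EC70 calcium of 1.6 mM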
# Keap1 Nrf2 FP – disrupts human Keap1 binding to Nrf2 peptide | Keap1 Kelch-Nrf2 peptide fluorescence polarization, 1536-well | inhibition, % at 9.4 µM | 0.15% of 340,000 active | AID 504523; in the data active = inhibition above about 12%;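 also: human Keap1 Kelch domain with fluorescein labeled Nrf2 9mer peptide probe; 0% = neutral control wells and 100% = peptide positive control; higher means more block of Keap1 binding to Nrf2 peptide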
# Target sequence (Q14145 whole entry, looked up, the tested form may be a part): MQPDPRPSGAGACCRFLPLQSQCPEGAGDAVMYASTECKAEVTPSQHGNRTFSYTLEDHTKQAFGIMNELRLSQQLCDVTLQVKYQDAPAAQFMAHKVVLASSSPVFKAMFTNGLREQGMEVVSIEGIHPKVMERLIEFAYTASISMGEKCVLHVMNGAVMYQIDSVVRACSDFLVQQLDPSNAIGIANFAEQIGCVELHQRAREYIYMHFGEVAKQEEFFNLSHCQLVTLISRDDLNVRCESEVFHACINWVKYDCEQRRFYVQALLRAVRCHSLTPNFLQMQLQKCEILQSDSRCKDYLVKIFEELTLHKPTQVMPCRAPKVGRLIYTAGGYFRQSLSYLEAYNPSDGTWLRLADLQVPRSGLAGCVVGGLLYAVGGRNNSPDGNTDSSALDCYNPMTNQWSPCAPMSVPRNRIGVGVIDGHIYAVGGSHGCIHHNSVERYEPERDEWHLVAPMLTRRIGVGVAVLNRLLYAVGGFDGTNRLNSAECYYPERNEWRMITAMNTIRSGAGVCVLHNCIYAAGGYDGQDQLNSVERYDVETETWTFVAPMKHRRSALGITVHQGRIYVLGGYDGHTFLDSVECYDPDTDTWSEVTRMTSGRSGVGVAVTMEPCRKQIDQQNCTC
# cardiac RTF act – increases calcium sensitivity of human cardiac regulated thin filaments. P19429+P45379. IANBD-labeled TnC RTF fluorescence at EC20 calcium; 0% EC20 calcium, 100% full calcium. activation, % at 7.2 µM. 0.24% of 340,000 active. AID 493008;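 active = activation above the mean over all tested compounds plus 3 SD, cut at about 30% in these data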;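 also: rise in fluorescence read as greater calcium sensitivity of cardiac thin filaments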
# V-ATPase pH – alters yeast V-ATPase proton transport. S. cerevisiae, pHLuorin cytosolic pH fluorescence. response, % at 10 µM. 0.37% of 350,000 active; in the data active = response mostly above about 7.3%, no sharp cut-off; inactive = mostly below about 5.4%; also: actives read high; inactives centre near 0; some compounds called inactive have numbers as strong as hits; reference of the scale not given here
# C-LANA FP – KSHV C-LANA DNA binding inhibition | MBP-C-LANA/FAM-LBS DNA binding, fluorescence polarization | inhibition, % at 9 µM | 0.078% of 340,000 active | AID 504423;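 active = highest replicate inhibition at or above 60% at 9 µM, even if other replicates fall short; inactive = all replicates below 60% inhibition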;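 also: 0% = neutral control wells and 100% = 4 µM acridine orange control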
# OPRM1-OPRD1 ag – agonists of human mu-delta opioid receptor heterodimerization. P35372+P41143. cells, OPRM1-OPRD1 heterodimerization, luminescence. activation, % at 9.3 µM. 0.3% of 340,000 active. AID 504326; in the data active = activation above about 18%;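 also: 0% = vehicle-treated cells and 100% = reference agonist; values of inactives mirror those of a sister screen read the other way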
# An asterisk follows results filed as active; nt = not tested or not shown. Not a hit list (roughly 2.8% active in at least one column).
SMILES,CAL PDZ FP,HTR5A ag,HTR5A inv ag,OPRM1-OPRD1 inv,Cardiac RTF inh,Keap1 Nrf2 FP,cardiac RTF act,V-ATPase pH,C-LANA FP,OPRM1-OPRD1 ag
CC(=O)N1CCc2cc(S(=O)(=O)CCC(=O)NCCc3ccccc3)ccc21,-7,-2,2,7,-12,-9,-2,4,0.6,-1.3
CCCOc1ccc(C(=O)Nc2ccc(Cl)cn2)cc1,-5,1,-2,-30,-4,-1,0,3,1.4,6.0
C=CCOC(=O)C1=C[C@H](c2ccc3c(c2)OCO3)C[C@H](OCCCCO)O1,-4,-3,-15,7,-7,-5,3,-3,-0.1,-1.2
Cc1ccc(OCC(=O)NCc2ccccn2)c(Br)c1,nt,-2,7,11,-1,-4,4,0,-0.4,-1.9
O=C(NCc1ccc(Cl)cc1)c1ccc(S(=O)(=O)N2CCCCC2)cc1,6,-4,4,-3,-4,0,0,0,1.0,0.8
CCC1=C2CC[C@H]3C(=O)N(c4ccccc4)C(=O)[C@H]3[C@H]2[C@@]2(C)C(=NCC(=O)OC)OC(=O)N2C1=O,-3,0,8,9,-4,-9,-5,5,-1.9,-1.6
COc1ccc(N=NC2=C(O)CC(C)(C)CC2=O)c(OC)c1,1,1,4,17,-2,-10,8,-1,-2.8,-3.0
Cn1c(SCC(=O)c2ccccc2)nnc1-c1ccccn1,nt,-2,-30,22,3,2,-7,1,0.8,-4.3
COC(=O)C1=C(C)Nc2nnnn2C1c1cccnc1 (stereo not drawn),-4,-5,11,10,-4,-2,-7,2,1.9,-2.5
Cc1ccc(C(=O)OCC(=O)N2CCCCCC2)c(O)c1,-2,-3,-7,16,-5,-3,-2,-2,1.9,-4.1
c1ccc(-c2ccc(OCCCn3cncn3)cc2)cc1,-1,2,6,2,-6,1,-4,-4,0.1,-0.2
COc1ccccc1OCC(=O)NCc1cccs1,-2,-2,-6,6,14,2,-8,-2,-1.3,-0.9
O=C(Nc1ccccc1-c1nc2ccccc2[nH]1)c1ccc(S(=O)(=O)N2CCCCC2)cc1,nt,7,-35,-16,-11,-8,6,-8,-0.5,3.0
COc1ccccc1NC(=S)N(c1ccccc1)C(C)C,-1,0,9,-1,-7,-4,7,-1,-2.5,0.1
O=C(N/N=C/c1cc([N+](=O)[O-])ccc1O)c1ccc2c(c1)OCCO2,-4,1,-12,17,5,-8,6,0,0.2,-3.1
CCOC(=O)c1csc(NC(=O)c2cc3ccccc3o2)n1,1,-3,-22,8,-10,-2,2,-1,-1.7,-1.6
COc1cc(NS(=O)(=O)c2ccc(NC(=O)c3ccc(F)cc3)cc2)ncn1,0,-5,-1,0,-4,-1,2,-1,1.3,0.0
CSc1cccc(NC(=O)CCCOc2ccc(Cl)cc2C)c1,-3,-3,2,-32,4,-6,9,-2,1.3,6.7
O=C(NCC(c1cccnc1)N1CCN(c2ccc(F)cc2)CC1)c1ccccc1 (stereo not drawn),-2,-1,2,9,-7,-1,1,1,2.6,-1.8
COc1cc(/C=N/NC(=O)c2ccncc2)ccc1OC(=O)c1cc(OC)c(OC)c(OC)c1,-5,11,-9,16,-22,2,-6,1,0.8,-3.0
CCOc1ccccc1OCCOCCN1CCN(Cc2ccccc2)CC1,0,-5,15,2,-10,-3,-3,-4,3.1,-0.2
O=C(Nc1ccc2ccccc2c1)c1cccc([N+](=O)[O-])c1,-3,-1,2,-20,-14,-2,-4,-1,-1.5,4.5
CN(C)CCCNC(=O)c1cc(C(=O)c2cccc(Cl)c2Cl)c[nH]1,-2,3,-10,12,1,-6,-2,-5,-0.8,-2.3
CCc1[nH]nc(C(=O)N2CCCC(CCC(=O)N3CCN(c4ccccn4)CC3)C2)c1C (stereo not drawn),2,1,-4,6,-8,1,-1,0,-0.2,-1.1

# Three entries already listed, sorted by heavy-atom count, highest first:
SMILES,CAL PDZ FP,HTR5A ag,HTR5A inv ag,OPRM1-OPRD1 inv,Cardiac RTF inh,Keap1 Nrf2 FP,cardiac RTF act,V-ATPase pH,C-LANA FP,OPRM1-OPRD1 ag
O=C(NCC(c1cccnc1)N1CCN(c2ccc(F)cc2)CC1)c1ccccc1 (stereo not drawn),-2,-1,2,9,-7,-1,1,1,2.6,-1.8
COc1cc(NS(=O)(=O)c2ccc(NC(=O)c3ccc(F)cc3)cc2)ncn1,0,-5,-1,0,-4,-1,2,-1,1.3,0.0
CSc1cccc(NC(=O)CCCOc2ccc(Cl)cc2C)c1,-3,-3,2,-32,4,-6,9,-2,1.3,6.7

# Further results.
SMILES,CAL PDZ FP,HTR5A ag,HTR5A inv ag,OPRM1-OPRD1 inv,Cardiac RTF inh,Keap1 Nrf2 FP,cardiac RTF act,V-ATPase pH,C-LANA FP,OPRM1-OPRD1 ag
CC1(C)CSC(=NCCc2ccccc2)N1,-5,-2,-6,16,4,2,-10,0,-1.9,-2.6
Cc1cc(C)nc(SCc2csc(-c3ccccc3)n2)n1,-3,3,17,-47,4,-2,0,-1,-0.3,7.6
CCOC(=O)C1CCCN(C(=O)Cc2c(F)cccc2Cl)C1 (stereo not drawn),-4,10,-26,14,0,0,-5,3,1.7,-2.5
Cc1cc(C)c(NC(=S)N(C)C)cc1C,nt,4,-5,0,-8,-4,7,1,1.8,0.0
CC1CCN(c2nnc(N)s2)CC1,nt,0,-1,17,-1,-1,-6,-6,0.1,-3.3
CC(/C=C/C=C/c1ccccc1)=N\NC(=O)c1cccnc1,nt,-5,37,12,4,-4,-1,-2,1.5,-2.4
CCOC(=O)C1CCN(C(=O)NS(=O)(=O)c2ccc(C)cc2)CC1,1,3,15,12,-7,1,2,1,-4.0,-2.5
COc1ccc(CCN2CC(C(=O)Nc3cc(S(C)(=O)=O)ccc3Cl)CC2=O)cc1OC (stereo not drawn),-2,1,6,5,6,2,7,1,0.3,-0.8
CC(=O)c1cccc(NC(=O)NCc2ccc3c(c2)OCO3)c1,-1,-2,5,5,-4,-1,0,6,0.3,-1.6
O=C(c1ccccc1)c1cnc(Nc2ccc(Cl)c(Cl)c2)s1,7,-4,-10,-13,6,1,0,-1,3.6,2.6
Cc1ccc(C)c(S(=O)(=O)NCc2ccc(C(=O)N3CCCCC3C)cc2)c1 (stereo not drawn),-4,1,5,3,-3,-4,4,0,2.9,-0.5
O=[N+]([O-])c1ccc(Oc2ccc(C(F)(F)F)cn2)cc1,0,3,-6,2,-25,6,-1,0,-1.2,-0.5
CN(/N=C/c1ccc(Cl)cc1Cl)c1ncc(Cl)cc1C(F)(F)F,-2,6,-15,18,3,3,3,-3,0.8,-3.7
CCOc1ccccc1OCCOc1ccc(F)cc1,-4,10,6,-18,-6,-1,-1,-4,0.3,4.1
O=C(Nc1cccnc1)c1ccc(-c2ccc(Cl)cc2)o1,-1,5,13,10,-3,-7,3,1,0.0,-2.1
CC1=C(C(=O)OCc2ccccc2)C(c2cccc([N+](=O)[O-])c2)NC(=O)N1CCCCCC(=O)O (stereo not drawn),-4,10,-28,8,3,3,-5,-2,-1.4,-1.4
O=C(CSc1nc2ccccc2c(=O)[nH]1)c1ccc(O)c(O)c1,-5,6,10,2,-2,8,0,3,5.6,-0.3
O=C(Nc1ccc(O)cc1)c1ccc(NC(=O)c2cccs2)cc1,-6,4,-11,20,1,4,-5,-1,0.1,-3.7
O=C(CN1CCN(C(=O)C2CCN(C(=O)/C=C/c3ccccc3)CC2)CC1)Nc1ccccc1Cl,nt,-8,-3,-9,-3,-5,-4,-2,-0.8,1.4
CCN(CC(=O)NCc1ccc(F)cc1)C(=O)C1CCN(S(=O)(=O)c2ccc(C(C)C)cc2)CC1,3,5,-14,2,-3,-1,-1,-4,-1.4,-0.4
Cn1ncc2c(Nc3ccc(O)cc3)nc(Cl)nc21,-2,-1,3,12,-13,-1,-3,1,-0.3,-2.3
COc1ccccc1CNS(=O)(=O)c1cc(-c2cc(C)no2)ccc1C(C)C,-6,5,13,-2,-6,-2,4,2,-0.6,0.4
Cc1nc(Nc2ccccc2)[nH]c(=O)c1CCC(C)C,0,8,-22,-38,-5,-2,-1,-2,-0.8,8.8
COc1ccc(NC(=O)CN(c2ccccc2F)S(=O)(=O)c2ccc(C)cc2)c(OC)c1,nt,-2,6,8,-9,-1,2,3,-0.8,-1.7
Fc1ccc(CSc2nnc(-c3cccs3)o2)cc1,-4,2,-4,-23,4,3,4,-2,-1.2,3.9
Cc1ccc(Cl)cc1N1CCN(C2CCCCC2NS(=O)(=O)c2ccccc2)CC1 (stereo not drawn),-3,-6,24,15,-1,-2,-3,-2,1.1,-3.0
CCc1ccc(-n2c(C)cc(/C=N/NC(=O)c3ccncc3)c2C)cc1,-13,-4,10,18,3,-1,4,0,0.5,-3.5
Cc1cccc(OCCn2c(=O)sc3ccccc32)c1,2,-9,20,-16,-2,-1,-3,-1,1.9,3.9
COc1ccc(CNC(=O)C(=O)NCC2OCCN2S(=O)(=O)c2cccs2)cc1 (stereo not drawn),nt,-3,19,3,-9,-2,7,-3,0.1,-0.5
Cc1ccsc1/C=N/NC(=O)CNC(=O)c1ccc(S(=O)(=O)N(C)C)cc1,5,0,8,1,-3,1,-2,-5,1.6,-0.2
O=C(CSc1nc2ccccc2c(=O)n1Cc1ccc(F)cc1)NCC1CCCO1 (stereo not drawn),1,-3,8,-5,-11,-8,4,-1,4.3,1.1
C=CCn1c(N)c(-c2nc3ccccc3n2C)sc1=S,0,8,-36,17,-8,1,-6,1,0.5,-3.2
Cc1ccc(-n2c(C)cc(/C=C3\SC(=O)NC3=O)c2C)cc1,nt,3,-12,13,-1,-1,1,-1,-1.7,-2.9
CCOC(=O)c1c(C)n(C)c2cc(-c3ccc(C)cc3)c(O)cc12,-3,-3,8,-45,0,-2,-6,1,-0.8,6.3
O=[N+]([O-])c1ccc(N/N=C/c2ccc(OCc3cccc4ccccc34)cc2)nc1,2,-16,-4,0,-2,-4,21,-3,2.5,0.1
O=C(NCc1ccco1)c1cccc2c1C(=O)c1ccc(N3CCC(Cc4ccccc4)CC3)cc1S2(=O)=O,2,7,-19,-3,-197,-3,117*,1,10,0.6
Cc1c(C(=O)OCC(=O)NCc2ccccc2)oc2ccccc12,-3,-1,3,-4,0,0,3,5,-2.1,0.6
O=C(CNc1cccc(S(=O)(=O)N2CCCC2)c1)Nc1ccc(F)c(F)c1,-7,2,-5,-29,-2,-6,-9,4,-1.7,4.3
CC(=O)Nc1ccc(S(=O)(=O)Nc2nc(C)nc3sc(C)c(C)c23)cc1,2,1,-3,10,-3,-5,-4,-3,-2.0,-2.5
CCN1C(=O)C(CC(=O)Nc2ccc(Br)cc2)N(CCCc2ccccc2)C1=S (stereo not drawn),-22,2,2,-51,-18,-1,-2,-3,-0.3,9.0
O=C(OCC(=O)N1N=C(c2ccc(Cl)cc2)CC1c1ccco1)c1ccccc1O (stereo not drawn),-1,-2,-10,-1,1,-7,-4,-2,0.3,0.1
C=CCNC(=O)c1c(CSc2ccc(Cl)cc2)noc1C(=O)NCCC,-4,3,-2,-10,-1,-2,2,0,-1.0,1.8
Cc1cc(C)n2nc(SCc3ncc(-c4ccccc4)o3)nc2n1,-3,-7,7,18,-2,1,-4,-1,0.6,-3.0
COc1ccccc1C(=O)Nc1ccc(NC(=O)c2ccco2)cn1,nt,6,-8,-12,4,0,-6,-3,0.1,1.4
CC/C(=N\O)C(C)(C)/[N+]([O-])=C/c1ccc(Br)cc1,nt,5,0,6,-3,-4,3,4,-0.1,-1.2
CCOc1ccc(CCNC(=O)COC(=O)Cc2ccc(OC)c(OC)c2)cc1OCC,0,4,-11,9,-17,-5,-4,-5,0.5,-1.7
